Screening data: PubChem, National Center for Advancing Translational Sciences (NCATS)
Coupling enz – coupling enzyme interference in Giardia aldolase counter-screen; coupling enzyme system counterscreen, AmpLite Red fluorescence; activity change, negative = inhibition, % at 58.2 µM, hits read low; hit rate 0.67% among 290,000; AID 2472; in the data active means activity change below about -30%; further: on the % scale 0 is the no-effect control and ±100 the full control effect
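Activity here indicates interference with the coupling reaction, not aldolase inhibition. Compounds at 57.5 uM final met coupling enzymes for 10 min at RT; substrate and AmpLite Red detection followed, with a 525/598 nm fluorescence read after 20 min.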
hERG WT inh – inhibitors of human wildtype KCNH2 potassium channel. Q12809. U2OS, BacMam KCNH2, thallium flux FluxOr; active compounds read low. activity change, % at 1.84 µM. hit rate 0.37% among 340,000. AID 720551;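 active means maximum activity change below -70%; inconclusive means maximum activity change between -70% and -50%; inactive means maximum activity change above -50%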; further: on the % scale 0 is the no-effect control and ±100 the full control effect
Target sequence (Q12809 whole entry, looked up): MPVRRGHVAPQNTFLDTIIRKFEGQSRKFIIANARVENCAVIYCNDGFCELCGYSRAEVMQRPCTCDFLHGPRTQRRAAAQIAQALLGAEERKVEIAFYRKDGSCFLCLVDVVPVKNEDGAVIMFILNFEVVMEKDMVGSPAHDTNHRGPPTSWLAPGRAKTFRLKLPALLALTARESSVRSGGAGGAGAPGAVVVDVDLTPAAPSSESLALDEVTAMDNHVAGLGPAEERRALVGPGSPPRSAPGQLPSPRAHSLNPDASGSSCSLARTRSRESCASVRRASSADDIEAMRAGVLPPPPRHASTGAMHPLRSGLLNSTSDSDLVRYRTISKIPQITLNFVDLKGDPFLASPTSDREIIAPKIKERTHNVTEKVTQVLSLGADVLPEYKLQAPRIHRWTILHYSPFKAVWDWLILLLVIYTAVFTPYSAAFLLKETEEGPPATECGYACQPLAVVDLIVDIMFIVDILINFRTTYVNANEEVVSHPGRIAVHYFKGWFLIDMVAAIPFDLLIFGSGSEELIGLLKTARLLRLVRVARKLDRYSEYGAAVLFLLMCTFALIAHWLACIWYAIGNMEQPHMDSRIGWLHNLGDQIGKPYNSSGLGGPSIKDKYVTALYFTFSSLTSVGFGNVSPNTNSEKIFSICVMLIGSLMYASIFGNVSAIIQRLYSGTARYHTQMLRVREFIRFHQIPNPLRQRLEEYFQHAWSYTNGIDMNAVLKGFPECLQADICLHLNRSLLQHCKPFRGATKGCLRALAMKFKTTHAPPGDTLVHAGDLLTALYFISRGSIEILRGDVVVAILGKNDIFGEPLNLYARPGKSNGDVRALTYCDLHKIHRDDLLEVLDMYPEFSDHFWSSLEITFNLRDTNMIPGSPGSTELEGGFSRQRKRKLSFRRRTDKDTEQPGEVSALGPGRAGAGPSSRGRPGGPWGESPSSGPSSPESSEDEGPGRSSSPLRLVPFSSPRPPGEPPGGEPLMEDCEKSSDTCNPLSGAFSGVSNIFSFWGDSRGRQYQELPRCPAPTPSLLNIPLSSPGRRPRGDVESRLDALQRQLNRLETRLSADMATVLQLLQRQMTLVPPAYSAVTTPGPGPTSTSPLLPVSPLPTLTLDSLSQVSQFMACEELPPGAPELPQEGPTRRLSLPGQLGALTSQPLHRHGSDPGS
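U2OS cells transduced with wild-type KCNH2 virus are loaded with FluxOr dye for 45 min, and thallium flux is measured in kinetic reads before and after stimulation buffer. Rate constants are normalized to DMSO controls.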
TSHR antag – antagonists of human thyroid stimulating hormone receptor. TSHR-expressing cells, TSH-stimulated cAMP HTRF, 2 h; active compounds read low. activity change, negative = inhibition, % at 11.5 µM. hit rate 0.2% among 330,000;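 active means activity change below a set negative limit, meaning inhibition stronger than a set level, cut at about -70% in these data; inconclusive means activity change between two set negative limits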; further: on the % scale 0 is the no-effect control and ±100 the full control effect
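Competitive HTRF cAMP read-out (cryptate anti-cAMP antibody, cAMP-d2; 30 min, room temperature) in freshly harvested TSHR cells. Compounds added before TSH at EC80 (4nM final), followed by 2 hours' incubation at 37 deg C.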
GALK inh – inhibitors of human galactokinase | hit rate 0.007% among 270,000 | Purified GALK, Kinase-Glo residual ATP luminescence | Potency, µM (highest dose often 57.5 µM), for the others: top-dose activity change, negative = inhibition, usual class: inhibitors | P51570; further: potency means the concentration at half of the fitted maximal effect; on the % scale 0 is the no-effect control and ±100 the full control effect
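Kinase-Glo Plus luminescence measured ATP left after a 1 h room-temperature reaction. The reaction used 5 nM GALK, 100 uM galactose and 35 uM ATP at pH 8.0 (20 mM HEPES, 5 mM MgCl2, 60 mM NaCl, 1 mM DTT, 0.01% BSA).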
Tb PFK inh – blocks T. brucei phosphofructokinase | O15648 | T. brucei PFK, ADP-Glo luminescence | Potency, µM (highest dose often 57.5 µM), for inactives: top-dose activity, negative = inhibition, hits mostly inhibitors | hit rate 0.17% among 330,000 | AID 485367;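 further: potency means the concentration at half of the fitted maximal effect; 0% = uninhibited 1x PFK enzyme wells and -100% = no-enzyme wells; nearly all actives have a fitted effect of over 60% in size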
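Activity is normalized to no-enzyme wells (full inhibition) and 1.25 nM enzyme wells (no inhibition). Reaction: 0.5 mM F6P, 0.1 mM ATP, 45 min RT, ADP-Glo luminescence; concentration-response curves fitted and classed by quality.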
AT treatment – potential ataxia-telangiectasia treatment | […] A-T fibroblasts, KAP-1 phosphorylation AlphaLISA; neocarzinostatin DNA damage 30 min before lysis | Potency, µM (top dose mostly 57.5 µM), without a hit: top-dose activation, hits mostly activators | hit rate 0.19% among 320,000 | AID 485349; further: potency means the concentration at half of the fitted maximal effect; % of control where 0% means no effect; nearly all actives have a fitted effect of over 45% in size
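ATM-like activity read as KAP-1 phosphorylation via AlphaLISA donor/acceptor antibody pairs after lysis and 6 hr at 25C. Cells were ATM-null patient fibroblasts ([…], hTERT), dosed 60 min, then exposed to the DSB inducer NCS for 30 min.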
CXXC DNA block – inhibitors of human MLL CXXC domain-DNA interaction; Q03164; MLL-CXXC / FITC-HOXA9 DNA fluorescence polarization; Potency, µM (titrated, usually from 115 µM), without a hit: top-dose activity change, negative = inhibition, hits mostly inhibitors; hit rate 0.037% among 290,000; AID 2662; active means well fitted inhibition curve with a large enough effect in the polarisation, with a control signal flat, not every such curve was filed as active; inconclusive means small, poorly fitted or top-dose-only effect, or effect the other way, or a change in a side signal; inactive means no such curve, though single readings can be large or run the other way; the % refers to the polarisation; further: potency means the concentration at half of the fitted maximal effect
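Steps: dispense CXXC domain solution (7 uM) → pin compounds or unlabeled HOX-A9 DNA control → 5 min ambient → add FLSN-HOX-A9 solution (50 nM) → spin → 30 min ambient → fluorescence polarization. Tris pH 7.5/NaCl/DTT/BSA buffer.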
BCR signal inh – blocks chronic active B-cell receptor signaling; ABC-DLBCL IkBa-CBG/CBR reporter, luminescence ratio, 4 h; Potency, µM (highest dose often 46.1 µM), for inactives: at the top dose ratio change, negative = lower green/red ratio, most hits filed as inhibitors; hit rate 0.05% among 340,000; AID 493014; active means well fitted inhibition curve with a large enough effect in the signal ratio, with a control signal flat, not every such curve was filed as active; inconclusive means small, poorly fitted or top-dose-only effect, or effect the other way, or a change in a side signal; the % refers to the signal ratio;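 further: potency means the concentration at half of the fitted maximal effect; plate controls were basal doxycycline-induced cells for no effect and cells given 10 µM MG132 for full effect; MG132 reads +100%, hits lower the ratio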
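Doxycycline induced both beetle luciferases in TMD8 lymphoma cells; IKK-driven degradation limits the IkappaBalpha-fused green signal, while red luminescence normalises for cell number and nonspecific effects. Compounds tested up to 46 uM, 4 hrs.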
TCR activator – T cell receptor activation; primary human leukocytes, anti-CD3, IL-2 HTRF, 48 h; Potency, µM (top dose mostly 9.22 µM), inactives show at the top dose activation of IL-2 secretion, actives largely listed as activators; 330,000 tested, under 10 active; further: % of control where 0% means no effect
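Primary human leukocytes incubated 48 hr with anti-CD3 beads plus compound, without co-stimulation. Secreted IL-2 measured by HTRF (europium cryptate/d2 anti-IL-2 pair, 320 nm excitation, 665 nm emission).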
Giardia killer – Giardia lamblia killing; Giardia lamblia trophozoite viability; activity change, % at 7.66 µM, hits read low; hit rate 0.15% among 340,000; in the data active means activity change below about -80%; inconclusive means between about -30% and that limit;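 further: parasites exposed to compound for two days anaerobically before the ATP read; on the % scale 0 is the no-effect control and ±100 the full control effect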
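Anaerobic 48 hrs incubation at 37 deg C of 100 trophozoites/well with test compounds; ATPLite 1-Step luminescence, 15-30 min RT, reports cellular ATP as viability.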
* = called active by the depositor; ? = inconclusive; . = no result given; [ ] = dose if it differs, or a comment. Unless noted, the call rests on the fitted dose curve; in most records, active means well fitted curve in the direction sought with a large enough effect; inconclusive means small, poorly fitted or top-dose-only effect, or another doubt; inactive means no such curve, though single readings can be large; an effect the other way counts as inactive or inconclusive. The order is random; overall some 1.6% were active at least once.

SMILES	Coupling enz	hERG WT inh	TSHR antag	GALK inh	Tb PFK inh	AT treatment	CXXC DNA block	BCR signal inh	TCR activator	Giardia killer
CC(=O)C1=C(O)C(=O)N(CCc2c[nH]c3ccccc23)C1c1ccccc1 (configuration not stated)	13	.	1	13%	0%	-5%	0%	-2%	0%	-15
CCOc1ccc(C2CC(c3cccc(C)c3)n3nc(N)nc3N2)cc1 (configuration not stated)	1	2	-2	-3%	2%	7%	2%	-1%	3%[46.1 µM]	-2
COc1ccc(CC(=O)NCC(=O)NC(Cc2ccccc2)C(=O)O)cc1 (configuration not stated)	0	-1	-7	-4%	11%	-11%	6%	2%	0%	-19
O=C1CCC/C(=N\NC(=O)c2ccc(NS(=O)(=O)c3ccc(Br)cc3)cc2)C1	0	1	23	2%	-2%	-5%	-1%	?	-3%[46.1 µM]	-19
Cc1ccc2c(c1)C(=O)CCCCC(=O)N2	1	0	-3	-2%	-2%	8%	3%	0%	0%	5
Cc1nn(Cc2ccc(Cl)cc2)c(Cl)c1/C=N/NC(=O)CNc1ccccc1F	2	-2	-14	-2%	-7%	-3%	6%	3%	-2%[46.1 µM]	0
CCN(c1ccccc1)S(=O)(=O)c1ccc(C(=O)N(C)CCc2ccc(OC)c(OC)c2)cc1	1	1	-7	14%	1%	-4%	13%	3%	-1%	13
O=C(NC1CCCCCC1)C(=S)N1CCCC1	0	11	-3	1%	2%	3%	2%	-1%	-2%	-5
O=C(O)CCC(=O)Nc1cccc2cccnc12	-4	5	-2	1%	0%	3%	-7%	?	7%	0
O=C(Nc1ccc2c(c1)OCO2)c1c(F)c(F)c(F)c(F)c1F	0	-9	-3	-2%	-2%	2%	1%	?	-3%	6
CN(c1ccccc1)S(=O)(=O)c1cccc(C(=O)N2CCN(c3ccccn3)CC2)c1	1	-7	-3	2%	-8%	6%	6%	0%	2%	-7
C=CCNC(=S)NCc1ccc(CNC(=S)NCC=C)cc1	1	1	0	-7%	3%	-5%	7%	-9%	6%	7
CCCn1nc(C(=O)NC2CCCc3ccccc32)c2ccccc2c1=O (configuration not stated)	7	6	-3	0%	-13%	2%	7%	8%	-4%[46.1 µM]	-4
Nc1c(C(=O)NCCN2CCOCC2)c2nc3ccccc3nc2n1-c1ccccc1	-30*	0	-7	1%	-4%	26%	-2%	?	1%	0
O=c1[nH]c(CS(=O)(=O)c2ccccc2)nc2ccccc12	1	4	3	0%	-3%	.	5%	?	-3%	-2
Cc1ccc(NC(=O)c2ccc3nsnc3c2)c(C)c1	1	0	-5	0%	-8%	15%	7%	13%	-2%	-10
Cc1ccc2oc(=O)c3cnn(CC(=O)N4CCCCC4C)c3c2c1 (configuration not stated)	13	-5	-3	2%	1%	1%	-10%	7%	-6%	-6
CCOc1ccc2nc(Cl)sc2c1	0	-1	9	7%	-4%	-1%	?	-5%	1%	-16
Cn1nc(C(C)(C)C)cc1NC(=O)Nc1ccc(F)cc1F	2	1	10	5%	-7%	1%	1%	?	-6%	5
Nc1cc(=O)[nH]c(=O)n1CCc1ccccc1	0	1	28	1%	-1%	4%	?	4%	-3%	-3
ClCC1=Nc2cccc3cccc(c23)N1	-10	.	-6	-2%	-8%	-4%	-10%	-4%	.	.
COc1ccc(F)cc1C(=O)C1CCCN(C(=O)c2cccc(N(C)C)c2)C1 (configuration not stated)	1	1	-1	-1%	-2%	11%	2%	2%	5%	7
Cc1ccc(OCc2cc(C(=O)NC(C)Cc3cnccn3)no2)cc1C (configuration not stated)	0	-6	12	-2%	1%	2%	-4%	?	4%	-17
CCc1nnc(NC(=O)c2cccnc2SC)s1	1	-1	5	0%	0%	-4%	0%	?	-1%	-4
CC(=O)NCC(=O)N(c1c(C)n(C)n(-c2ccccc2)c1=O)C1(C(=O)NC2CCCC2)CCCCC1	0	-2	2	0%	-1%	11%	3%	6%	-2%	1

(next part)
SMILES	Coupling enz	hERG WT inh	TSHR antag	GALK inh	Tb PFK inh	AT treatment	CXXC DNA block	BCR signal inh	TCR activator	Giardia killer
Cc1cc(C)c(S(=O)(=O)N2CCN(S(=O)(=O)N3CCC(C)CC3)CC2)c(C)c1	0	-1	-2	4%	4%	-5%	10%	-5%	8%	13
COc1ccc(C(=O)N2N=C(c3ccc(NS(C)(=O)=O)cc3)CC2c2cccs2)cc1 (configuration not stated)	1	0	1	-2%	-7%	2%	24%	-25%	5%	-4
Cn1nnnc1SCC(=O)Nc1ccc(Oc2ccccc2)cc1	-1	7	-7	-1%	0%	6%	9%	?	3%	29
Cn1cccc1CC(=O)NNC(=S)Nc1ccc(Cl)cc1Cl	0	-5	0	0%	0%	-5%	-6%	?	-2%[46.1 µM]	5
CN(C(=O)COC(=O)C1CCN(S(=O)(=O)c2cccs2)CC1)C1CCS(=O)(=O)C1 (configuration not stated)	1	-8	8	1%	-1%	-2%	-1%	0%	5%	-20
COc1ccc2cc(C(=O)C3CCCN(C(=O)c4sc(C)nc4C)C3)ccc2c1 (configuration not stated)	.	-4	-6	7%	0%	-3%	11%	-11%	-7%	9
Cc1ccc(S(=O)(=O)Nc2ccncc2)c(C)c1	2	-1	-4	10%	1%	-2%	?	6%	6%	-6
Cc1ccc(-n2c(C)nn(CC#N)c2=O)cc1	2	-9	2	-2%	-3%	-5%	1%	-1%	-4%	2
Cc1ccc(/C=C2\S/C(=N/S(=O)(=O)c3cccs3)NC2=O)cc1	14	9	-13	-20%	0%	3%	0%	-1%	-41%	-3
CCN(CC)C(=O)c1cc2c(=O)n3cccc(C)c3nc2n1C	0	0	-1	2%	0%	5%	2%	0%	-2%	-3
Cc1ccc(SCC(=O)NCCCN2CCOCC2)cc1	2	9	0	-3%	8%	-8%	-1%	3%	-2%	-3
CC(=O)Nc1sc(C)c(C)c1C(=O)OCC(=O)N(Cc1ccccc1)C(C)C	.	6	-14	.	0%	-14%	.	?	-1%	15
CCc1ccccc1NC(=O)c1ccccc1Sc1ccc([N+](=O)[O-])cc1Cl	-4	6	107	2%	0%	-1%	5%	-4%	-5%[46.1 µM]	-17
Cc1cc(C)n(-c2nc(NC(C)(C)C)nc(NC(C)(C)C)n2)n1	.	0	-11	1%	1%	-2%	19%	-17%	5%	-6
Cc1ccc(NC(=O)CCn2c(=O)[nH]c3ccsc3c2=O)cc1C	0	6	-1	-2%	0%	-2%	2%	-2%	-3%	-15
COCCn1c(SCC(=O)Nc2ccc(OC)cc2)nnc1-c1ccoc1C	1	13	0	3%	0%	-3%	-3%	0%	-14%	2
COc1ccc(/C(N)=N/OC(=O)CC2CCCCC2)cc1	.	6	4	-2%	1%	35%	2%	?	.	4
Cc1c(C(=O)NCC2CCCO2)oc2ccc(S(=O)(=O)N3CCCC3)cc12 (configuration not stated)	1	-6	-6	-2%	-6%	1%	-1%	?	-5%	-1
Cc1nn(-c2ccccc2)c2c1P(=O)(O)/C(=C1\N(C)c3ccccc3C1(C)C)C=N2	-2	-3	-1	0%	0%	-2%	-8%	3%	.	13
Cn1cccc1/C=N/N1CCN(c2ccccc2)CC1	2	1	-10	-1%	7%	2%	?	-5%	1%	-6
Cc1cc(C(=O)CCC(=O)NCc2ccccc2F)c(C)s1	.	1	4	.	-2%	-9%	.	-11%	-7%	-9
O=c1c2ccccc2nnn1CSc1nc2ccccc2c(=O)n1CCCO	6	1	14	0%	-2%	3%	4%	6%	-1%	-14
Cc1ccc2nc(CSc3nnc(Cc4cccs4)n3C3CCCCC3)cc(=O)n2c1	1	-2	-7	2%	5%	12%	-1%	1%	0%	-22
Cc1ccc([N+](=O)[O-])cc1NC(=O)CN1CCC(C)CC1	-5	9	32	-2%	-3%[0.46 µM]	14%	1%	3%	0%	-8
Cc1nnc(Sc2nc3ccccc3o2)c2ccccc12	0	-9	8	-2%	-2%	14%	6%	?	1%	4
C[C@H](NC(=O)Cc1cccc2ccccc12)C(=O)N1CCOCC1	.	11	4	.	0%	8%	.	1%	-5%	9
Cc1sc2nc(CSCC(=O)NC3(C#N)CCCCC3)[nH]c(=O)c2c1C	.	1	24	.	8%	-6%	.	1%	-1%	-9
CC1CCCN(C(=O)Cn2nnc(-c3ccc(S(C)(=O)=O)cc3)n2)C1 (configuration not stated)	3	13	-3	0%	-3%	11%	-9%	1%	-8%	9

An excerpt from above in order of the TCR activator value, ascending:
| SMILES | TCR activator |
| --- | --- |
| Cn1nc(C(C)(C)C)cc1NC(=O)Nc1ccc(F)cc1F | -6% |
| Cc1ccc(OCc2cc(C(=O)NC(C)Cc3cnccn3)no2)cc1C (configuration not stated) | 4% |
| O=C(O)CCC(=O)Nc1cccc2cccnc12 | 7% |
